# Screens (PubChem BioAssay)
# MBD2 DNA inh – inhibitors of human MBD2 binding to methylated oligonucleotide. TR-FRET. AID 686964. hit rate 0.31% among 370,000. inhibition, % at 4.4 µM; in the data active = inhibition above about 13%
# UHRF1 MBD2 ctr – blocks human UHRF1 binding to methylated DNA. Q96T88. UHRF1 binding to methylated oligo, TR-FRET. inhibition, % at 4.4 µM. hit rate 0.75% among 370,000. AID 687016; in the data active = inhibition above about 21%;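 also: UHRF1 SRA domain binding a hemimethylated CpG hairpin DNA probe; 0% = median of test compound wells and 100% = reference inhibitor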
# Target sequence (Q96T88 whole entry, looked up, the tested form may be a part): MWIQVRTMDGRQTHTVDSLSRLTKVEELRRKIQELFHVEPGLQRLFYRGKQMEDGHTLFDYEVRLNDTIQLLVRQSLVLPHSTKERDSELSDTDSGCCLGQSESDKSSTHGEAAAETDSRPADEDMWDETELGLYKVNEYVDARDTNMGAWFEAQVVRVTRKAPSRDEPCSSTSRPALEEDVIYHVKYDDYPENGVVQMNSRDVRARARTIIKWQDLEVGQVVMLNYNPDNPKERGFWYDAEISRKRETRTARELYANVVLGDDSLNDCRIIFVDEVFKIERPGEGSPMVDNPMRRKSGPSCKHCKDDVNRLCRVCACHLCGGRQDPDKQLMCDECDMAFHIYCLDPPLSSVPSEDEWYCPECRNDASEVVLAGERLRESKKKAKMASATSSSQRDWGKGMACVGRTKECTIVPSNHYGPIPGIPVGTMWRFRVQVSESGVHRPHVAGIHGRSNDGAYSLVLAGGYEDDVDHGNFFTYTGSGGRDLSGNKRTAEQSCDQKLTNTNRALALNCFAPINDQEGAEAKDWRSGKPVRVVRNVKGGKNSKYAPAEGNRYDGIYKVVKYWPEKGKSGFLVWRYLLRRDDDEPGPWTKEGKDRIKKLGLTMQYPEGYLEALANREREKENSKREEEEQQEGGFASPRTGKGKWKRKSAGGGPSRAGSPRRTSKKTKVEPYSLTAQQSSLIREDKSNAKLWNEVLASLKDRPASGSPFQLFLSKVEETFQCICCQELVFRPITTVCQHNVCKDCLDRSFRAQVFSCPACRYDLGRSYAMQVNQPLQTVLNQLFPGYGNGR
# Tn6 DDE FP – disrupts Tn6 cyclic peptide binding to fibrin D-Dimer-E complex | P02675 | Fibrin DD(E) TRITC-Tn6 fluorescence polarization displacement | inhibition, % at 8.3 µM | hit rate 0.21% among 370,000 | AID 720509;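 active = inhibition above a per-campaign cutoff: mean of compounds within control limits plus 3 SD, cut at about 15% in these data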;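 also: 0% = median of all compound wells on the plate and 100% = blocking peptide control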
# Tn7 DDE FP – inhibitors of Tn7 peptide binding to human fibrin DD(E). P02675. FP displacement of FITC-Tn7 peptide from fibrin DD(E); 0% = median of compound wells per plate. inhibition, % at 8.3 µM. hit rate 0.13% among 370,000. AID 720508;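 active = inhibition above the mean of compounds falling within the control limits plus 3 SD of them, cut at about 14% in these data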;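 also: 0% = plate median of compound wells and 100% = 10 µM Aha-Tn7 peptide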
#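 System: human fibrin DD(E); quantity: Fibrin-DD(E) at 2 µM final; also added: fluorescent Tn7 probe at 0.1 µM; compound dosing: single nominal test concentration of 8.3 µM per compound; schedule: 10 min preincubation, 3 h with tracer, room temperature; detection: fluorescence polarization of the labelled Tn7 tracer; repeats: one replicate per compound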
# ARFGAP1 inh – rat ARFGAP1 inhibition; hit rate 0.26% among 360,000; inhibition, % at 16.5 µM; Arfgap1-stimulated ARF1 GTP hydrolysis, GDP FP detection;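 active = inhibition above a per-plate limit, mean inhibition of low control wells plus 3 SD, cut at about 25% in these data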;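 also: 0% = DMSO wells with enzyme and 100% = wells lacking Arfgap1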
# Target sequence (Q62848 1-136 limits assumed): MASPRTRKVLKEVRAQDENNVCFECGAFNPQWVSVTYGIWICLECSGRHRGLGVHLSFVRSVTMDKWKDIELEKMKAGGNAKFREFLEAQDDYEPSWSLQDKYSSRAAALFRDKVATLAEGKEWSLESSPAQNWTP
#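 Material: rat Arfgap1 catalytic domain, aa 1-136; also added: human ARF1(Δ1-17)-GTP substrate; compound dosing: one concentration, 16.5 µM, DMSO 1.26%; incubation: GTP hydrolysis reaction 2 h at 25 °C; measured by: Tracer-displacement fluorescence polarization with EDTA stop, 620/688 nm; evaluation: % inhibition from polarization; repeats: one replicate per compound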
# ADAM17 inh – ADAM17 inhibition, QFRET primary screen. P78536. recombinant ADAM17, EDANS/DABCYL FRET peptide cleavage. inhibition, % at 6.95 µM. hit rate 0.83% among 370,000. AID 720648;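 active = inhibition above the mean of compounds lying between control limits plus 3 SD, set per campaign, cut at about 8.5% in these data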;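 also: 0% = DMSO-only wells as the low control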
# PLCb3 inh – inhibitors of human phospholipase C beta3; Purified PLC-beta3, fluorogenic substrate, fluorescence; inhibition, % at 12.2 µM; hit rate 0.18% among 370,000; AID 720704; in the data active = inhibition above about 11%;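 also: 0% = median of compound wells on plate and 100% = full blocker control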
# PLCg1 inh – blocks human PLC-gamma1 enzyme activity; P19174; purified PLC-gamma1, fluorogenic substrate, fluorescence; inhibition, % at 12.2 µM; hit rate 0.84% among 370,000; AID 720700; in the data active = inhibition above about 9.5%
# proKLK7 act – proKLK7 (human) activation, primary screen; P49862; purified proKLK7, EDANS-DABCYL substrate fluorescence; 100% is mature enzyme control, 0% vehicle; activation, % at 7 µM; hit rate 0.9% among 370,000;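 active = activation above the mean of all tested compounds plus 3 SD, computed per campaign excluding outliers beyond control limits, cut at about 13% in these data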
# ASAP1 inh – blocks human ASAP1-stimulated Arf1 GTP hydrolysis. GDP FP detection. inhibition, % at 16.5 µM. Q9ULH1. hit rate 0.19% among 360,000. AID 624377; in the data active = inhibition above about 25%;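 also: 0% = vehicle with enzyme and substrate and 100% = no enzyme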
# Active calls of the source: *; i = inactive; x = no result given.
PLCg1 inh,UHRF1 MBD2 ctr,PLCb3 inh,ADAM17 inh,Molecule,Tn6 DDE FP,proKLK7 act,Tn7 DDE FP,ARFGAP1 inh,ASAP1 inh,MBD2 DNA inh
0,7,-3,-3,Cc1ccc(-n2c(N)c(Br)c(=O)[nH]c2=O)cc1C,1,-0.3,-2,6,6,4
0,0,-12,-8,Cc1ccc(C)c(-n2c(-c3ccc(Br)cc3)csc2=NC(=O)c2ccccc2F)c1,-2,0.2,8,-3,-2,0
-2,3,2,-4,Cc1nn(-c2ccccc2)c(C)c1/C=N/O,10,0.5,3,-10,-1,4
0,2,1,-1,O=C(/C=C/c1ccc(F)cc1)N1CCN(S(=O)(=O)/C=C/c2ccccc2)CC1,8,2.2,0,4,-8,-2
0,1,2,-3,Cc1[nH]c2ccccc2c1C(=O)CSc1n[nH]c(N)n1,-6,-0.4,-2,7,-4,0
1,3,-6,0,CS(=O)(=O)c1ccc(Cl)c(C(=O)NC2CCSc3ccccc32)c1 (configuration not stated),1,-0.4,-2,0,7,1
-19,-1,-24,-43,Cc1c(Cc2ccccc2)c(=O)oc2cc(OCc3ccc(C(=O)O)cc3)ccc12,2,-6.4,-2,0,-2,1
-12,0,-12,-1,CC(C)CCOc1ccc(/C=C2\CCn3c2nc2cc(C(=O)O)ccc2c3=O)cc1,2,-0.7,-4,-2,-5,-2
0,0,-2,-3,CCOc1ccc(/C=C\c2nc(O)c([N+](=O)[O-])c(=O)[nH]2)cc1OCC,0,1.8,-3,10,3,1
-1,1,2,-4,O=S(=O)(/N=C(/Nc1cc(N2CCOCC2)ncn1)c1ccccc1)c1ccccc1,0,-0.3,4,0,-3,-2
-5,0,-12,-25,O=C(COc1ccc2c3c(c(=O)oc2c1)CCC3)NCCN1CCOCC1,0,-0.4,5,-3,11,1
2,-5,2,-2,CC(C)Cc1ccccc1S(N)(=O)=O,-8,0.3,0,7,6,2
-2,4,2,-3,CCOc1ccc(CCN2C(=O)C(=O)N([C@@H](CC(C)C)CN3CCC[C@H]3CN3C(=O)C(=O)NC[C@@H]3CC(C)C)C[C@@H]2Cc2ccccc2)cc1,-6,0.4,3,15,-8,2
-2,3,-11,-7,CCN(c1ccccc1)S(=O)(=O)c1ccc2[nH]c(=O)c(=O)[nH]c2c1,0,-2.1,3,1,-2,8
4,-2,-6,1,CCn1c(CC(=O)Nc2ccccc2)nnc1SCC(=O)Nc1nncs1,2,-0.2,0,-1,0,0
-24,3,-26,-24,CN(C(=O)COC(=O)c1ccc2c(=O)n3c(nc2c1)CCC3)c1ccccc1,-6,-4.1,0,14,-1,6
0,-2,0,-2,C=CC(=O)NC1CCCCN(CCC)C1=O (configuration not stated),-4,0.6,-1,4,4,-2
6,1,10,-1,CC(C)N1C(=O)NC2(c3ccccc3)N(C)C(=O)N(C)C12c1ccccc1 (configuration not stated),0,0.7,-9,2,8,-1
-3,13,-3,0,COc1ccccc1-c1sc2cc3c(cc2c1-c1ccc2c(c1)OCO2)OCO3,-2,-4.1,1,-2,-1,4
-1,-1,1,2,CCOC(=O)C1=CCN(S(=O)(=O)c2ccc(Cl)cc2)C1c1cccc(F)c1 (configuration not stated),2,0.2,6,-4,2,1
-1,0,3,-3,O=C1c2ccccc2C(=O)N1CCOc1ccccc1,13,-0.9,8,-4,1,4
7,0,-3,-3,O=C(NCCCSc1ccccc1)c1cccnc1,-7,-0.2,5,0,-2,1
1,3,-7,-2,O=C(C1CCCN(Cc2cc(Br)ccc2O)C1)N1CCCCC1 (configuration not stated),-9,0.4,-4,0,14,-2
5,1,1,-1,c1ccc(SCCc2ccncc2)cc1,7,0.7,-4,4,-11,-3
3,0,-1,2,O=C(NCCN1CCN(c2ccccc2)CC1)Nc1cccc(Cl)c1,4,0.6,-9,-3,-6,-4
-221,-1,-305,-19,C(=Cc1c[nH]c2ccccc12)c1ccc2ccccc2n1,-3,-27,9,9,0,0
4,-4,6,-4,CN(CCc1ccccn1)Cc1ccc(Cl)cc1Cl,-4,-0.1,1,3,7,-5
i,-4,i,-152,CCN(CC)CCCNc1cc(C(F)(F)F)c(C#N)c2nc3ccccc3n12,6,53*,1,-12,0,-9
-1,-1,1,-3,O=C(c1cc(N2C(=O)C3C4CCC(C4)C3C2=O)ccc1Cl)N1CCN(c2ccccc2)CC1 (configuration not stated),10,-0.1,2,0,-7,1
4,0,-1,-1,CCCCNC(=O)Cn1cnc2ccc(S(=O)(=O)N3CCC(C)CC3)cc2c1=O,3,-0.3,-2,3,3,-3
5,2,4,3,COc1ccc(NC(=O)/C(=C\c2cccs2)NC(=O)c2ccco2)cc1,2,-0.1,-3,0,-1,0
-2,1,-5,-1,Cc1ccc(C)c(NC(=O)c2cc3ccccc3o2)c1,-4,0.0,2,2,3,-5
1,1,1,1,CCNS(=O)(=O)c1ccc(NC(=O)Nc2cccc(C(F)(F)F)c2)cc1,-10,-0.3,-5,29*,21,3
2,4,1,-11,CC(NC(=O)OC1CCCCC1)N1C(=O)C2C3C=CC(C3)C2C1=O (configuration not stated),-4,-0.2,1,-12,-1,4
i,-21,i,-160,COc1ccc2oc(-c3ccncc3)cc(=O)c2c1,-8,21*,0,10,7,5
6,1,2,1,O=C(NCCN1CCN(C(=O)C(c2ccccc2)c2ccccc2)CC1)C(=O)Nc1ccccc1,-2,0.8,0,7,1,2
0,-1,-3,5,Cc1ccc(C)c(-c2cc(C(=O)NCc3cccs3)c3ccccc3n2)c1,6,0.3,3,15,-3,4
-37,-6,-46,-9,c1cc2cn[nH]c2cc1NC1CCCCCC1,3,0.1,-1,0,12,-8
3,6,0,-3,O=C(O)c1cc(NS(=O)(=O)c2ccc(N3CCCCC3)c([N+](=O)[O-])c2)cc(C(=O)O)c1,2,0.1,2,5,2,-4
-1,4,-1,-1,COc1cccc(NC(=O)CN(C)CC(=O)NCc2ccc3c(c2)OCO3)c1,0,-0.2,-1,2,6,0
2,0,-1,0,CCC(=O)Nc1nnc(-c2ccco2)o1,-1,-0.4,-4,2,4,4
0,-2,6,3,CC(=O)NCc1ccc(S(=O)(=O)N/N=C/c2ccc(N(C)C)cc2)cc1,2,-0.1,4,-4,-13,-5
1,0,-2,-1,CC(C)n1c(N2CCN(S(=O)(=O)c3cccc([N+](=O)[O-])c3)CC2)nc2ccccc21,7,0.2,3,2,-5,-8
1,0,0,1,Cc1ccc(NC(=O)CSc2nnc3c(n2)[nH]c2ccccc23)cc1,-7,-0.2,2,6,-2,-4
-5,1,-5,-2,O=C(CSc1nc2[nH]c(=O)cc(O)c2s1)NCCc1ccccc1,2,0.3,-3,4,4,0
-3,1,5,-2,CCCS(=O)(=O)NC(=O)C1(C)CCCN(C(=O)c2cc(C(C)(C)C)nn2C)C1 (configuration not stated),5,-0.1,-4,2,5,8
12*,1,3,2,CC(C)c1ccccc1NC(=O)Nc1ccc2c(c1)OCO2,-3,-0.8,-5,7,14,-4
-2,0,0,-9,O=C(Nc1cccc(Br)c1)OC1CC2CC1[C@H]1CCCCN1C2 (some centres not stated),6,-1.0,8,x,x,2
-16,0,-17,-3,COc1cccc(C2=NC(C)(C)NC(c3ccccc3O)C2)c1 (configuration not stated),-4,0.2,-3,1,10,3
1,26*,-9,-2,O=[N+]([O-])c1ccc2c(c1)ncn2CCc1ccccc1,-4,0.1,4,-8,13,0
-3,3,-8,-1,CCCC(=O)N1CCCC(c2nc(-c3cccc(OC)c3)no2)C1 (configuration not stated),3,0.4,0,16,5,1
2,3,-2,-2,COC[C@H]1O[C@]2(c3ccccc3)CO[C@H]1[C@@H](/C=C/c1ccccc1)C2,12,0.2,10,x,x,1
-1,-2,-6,0,COc1ccc(NC(=O)N2CCCc3ccccc32)c(OC)c1,-5,-0.3,-1,-1,3,-4
1,-2,1,-2,COc1ccccc1Cc1noc(C(C)(C)NC(=O)c2ccccc2)n1,-12,0.7,-7,9,4,-6
3,1,-2,-2,O=C(N/N=C\C=C\c1ccc(Br)cc1)c1ccc2c(c1)OCO2,5,0.2,-2,11,0,1
-3,2,-16,-4,COc1ccc(OCC(=O)Nc2c(C)ccc3nsnc23)cc1,11,0.1,1,2,-7,3
2,-1,1,-1,CCn1c(SCC(=O)Nc2nonc2C)nnc1-c1ccoc1C,3,0.4,1,3,0,-2
1,-2,4,1,NC(=O)NCc1ccccc1F,1,-0.5,-3,5,-3,3
-21,-3,-27,-4,O=C(COc1ccc([N+](=O)[O-])cc1)Nc1nc(-c2ccccn2)cs1,2,-1.1,2,-6,-1,-5
-1,3,-6,-4,Cc1cc2c(Nc3ccc(O)cc3)ncnc2s1,2,-0.1,-5,-12,1,5

# The results go on.
PLCg1 inh,UHRF1 MBD2 ctr,PLCb3 inh,ADAM17 inh,Molecule,Tn6 DDE FP,proKLK7 act,Tn7 DDE FP,ARFGAP1 inh,ASAP1 inh,MBD2 DNA inh
0,0,-5,-4,Cc1cc(Cl)ccc1NC(=S)NCC(O)c1ccccc1 (configuration not stated),2,0.2,9,1,-5,1
-4,1,-11,-4,Cn1c(C(=O)Nc2ccc3c(c2)OCO3)cc2sccc21,-8,-0.6,3,-2,-4,6
1,0,-7,-3,CC(=O)c1cccc(NC(=O)CSc2nc3ccccc3c(=O)n2CCCN2CCOCC2)c1,-2,0.8,1,-4,-8,-4
1,-4,0,-6,CCCN(CC1CC1)C(=O)CSc1ncnc2sc(C)c(C)c12,-4,-0.1,0,4,-6,0
-1,-3,-1,0,CNC(=O)CSc1nnc(-c2ccc(S(=O)(=O)N3CCCC3)cc2)n1-c1cccc(C)c1C,0,0.8,-6,-1,0,-4
0,-3,4,4,O=C(O)c1ccccc1C(=O)N1N=C2/C(=C/c3cccc([N+](=O)[O-])c3)CCCC2C1c1cccc([N+](=O)[O-])c1 (configuration not stated),1,0.2,-7,7,-10,-6

# Six records drawn at random from those above, as already listed:
PLCg1 inh,UHRF1 MBD2 ctr,PLCb3 inh,ADAM17 inh,Molecule,Tn6 DDE FP,proKLK7 act,Tn7 DDE FP,ARFGAP1 inh,ASAP1 inh,MBD2 DNA inh
0,-3,4,4,O=C(O)c1ccccc1C(=O)N1N=C2/C(=C/c3cccc([N+](=O)[O-])c3)CCCC2C1c1cccc([N+](=O)[O-])c1 (configuration not stated),1,0.2,-7,7,-10,-6
1,0,-7,-3,CC(=O)c1cccc(NC(=O)CSc2nc3ccccc3c(=O)n2CCCN2CCOCC2)c1,-2,0.8,1,-4,-8,-4
1,-4,0,-6,CCCN(CC1CC1)C(=O)CSc1ncnc2sc(C)c(C)c12,-4,-0.1,0,4,-6,0
0,0,-5,-4,Cc1cc(Cl)ccc1NC(=S)NCC(O)c1ccccc1 (configuration not stated),2,0.2,9,1,-5,1
-4,1,-11,-4,Cn1c(C(=O)Nc2ccc3c(c2)OCO3)cc2sccc21,-8,-0.6,3,-2,-4,6
-1,-3,-1,0,CNC(=O)CSc1nnc(-c2ccc(S(=O)(=O)N3CCCC3)cc2)n1-c1cccc(C)c1C,0,0.8,-6,-1,0,-4
